PhoP GFP inhibition – PhoP regulon inhibitors, Salmonella typhi PhoP promoter GFP reporter, confirmatory (AID 1850); Salmonella Typhi PhoP-promoter GFP reporter, fluorescence, 4 h; higher % means a stronger effect; one-dose inhibition, % at 50 µM; IC50 in µM for titrated hits; 0.33% of 310,000 active; in the data active means a potency from the dose series; inconclusive means inhibition mostly from about 25% at the one dose, without a potency; inactive means the rest, 99 in 100 with inhibition below about 19%;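 further: 0% = induced wells with vehicle and 100% = uninduced wells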
M. tuberculosis HTS – M. tuberculosis growth inhibition, HTS (AID 449762). inhibition, % at 25 µM, or IC50 in µM where a hit was titrated. M. tuberculosis H37Rv growth inhibition, 7H9 media; higher % means a stronger effect. 0.59% of 330,000 active; in the data active means a potency from the dose series; inconclusive means inhibition above about 70% without an active follow-up result;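 further: bacterial growth assessed after seven days of incubation; strong numbers were not always called active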
inhibitors of VEEV – inhibitors of VEEV TC-83 cytopathic effect, confirmation, Vero cells (AID 588727) | inhibition, % at 20 µM; hits with a dose series show IC50 in µM | 0.13% of 350,000 active | Vero cells, VEEV TC-83 cytopathic effect inhibition; higher % means a stronger effect; in the data active means a potency from the dose series; inconclusive means inhibition mostly from about 14% at the one dose, without a potency; inactive means the rest, 99 in 100 with inhibition below about 12%; further: strong numbers were not always called active
H1N1 NS1A inhibition – H1N1 influenza NS1A inhibitors, functional cell based assay (AID 504329); inhibition, % at 12.5 µM, or IC50 in µM where a hit was titrated; 0.3% of 340,000 active; NS1A functional cell-based assay, percent inhibition; higher % means a stronger effect; in the data active means a potency from the dose series; inconclusive means inhibition above about 27% without an active follow-up result; further: strong numbers were not always called active
tuberculosis growth – growth inhibition of non-replicating M. tuberculosis (AID 488890); Mycobacterium tuberculosis non-replicating, growth inhibition; higher % means a stronger effect; inhibition, % at 25 µM, or IC50 in µM where a hit was titrated; 0.39% of 320,000 active; in the data active means a potency from the dose series; inconclusive means inhibition mostly from about 82% at the one dose, without a potency; inactive means the rest, 99 in 100 with inhibition below about 76%;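 further: plate controls were DMSO cells for no effect and high antibiotic wells for full effect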
An asterisk follows results filed as active; i = inactive; ? = inconclusive; / = no result given. Compounds were not picked by outcome. Share with any hit: about 1.5%.

SMILES	PhoP GFP inhibition	M. tuberculosis HTS	inhibitors of VEEV	H1N1 NS1A inhibition	tuberculosis growth
COc1ccc(Cc2nnc(SCC(=O)NCc3ccco3)o2)cc1	-3%	67%	1.5%	-3%	?
CCOCCc1nnc(NC(=O)CS(=O)(=O)Cc2ccccc2)s1	16%	5%	0.8%	2%	0%
O=C(CCc1ccccc1)Nc1nnc(-c2ccccn2)o1	-2%	-1%	0.8%	-3%	-21%
C[C@H](NC(=O)c1ccccc1)C(=O)N1CCN(Cc2ccc3c(c2)OCO3)CC1	/	6%	2.0%	-8%	12%
CCOC(=O)NC(=O)/C(C#N)=C\c1ccccc1	-6%	12%	0.7%	6%	-5%
CCC(=O)c1ccc(OC)c(OC)c1OCc1ccccc1	/	/	0.2%	-6%	/
CC(=O)c1ccc(-n2nnnc2SCC(=O)N2CCN(C(=O)c3ccco3)CC2)cc1	5%	-6%	i	2%	-18%
O=C(O)CSc1nnc(-c2ccc3c(c2)OCO3)n1-c1ccccc1	7%	-10%	i	3%	4%
O=C(CN1CCN(c2ccc([N+](=O)[O-])cc2)CC1)Nc1ccccn1	3%	9%	i	1%	i
CCc1noc(C)c1C(=O)Nc1ccc(F)c(F)c1F	-1%	-3%	0.4%	-11%	-19%
COC(=O)c1nnn(CC(=O)NC(=O)Nc2ccccc2)c1C(=O)OC	-19%	-7%	0.2%	1%	-19%
O=Cc1ccccc1OCCOc1ccccc1C=O	-2%	-7%	i	-7%	57%
CCOC(=O)/C=C1\CC(C(=O)OCC)Oc2c(OC)cccc21 (stereo not drawn)	/	/	0.4%	-6%	/
CCN(CC)c1nc(-c2cccc(OC)c2O)nc2ccccc12	9%	10%	7.3%	16%	22%
CN(CCCNC(=O)c1nn(C)c2c1CS(=O)(=O)c1ccccc1-2)Cc1ccccc1	-5%	-3%	0.6%	1%	-1%
COc1cc(Cl)c(S(=O)(=O)n2cnc(C)c2)cc1Cl	-5%	-9%	1.4%	1%	7%
COCc1[nH]nc2c1C(C1C=CCCC1)C(C#N)=C(N)O2 (stereo not drawn)	-1%	-12%	1.1%	2%	-12%
CCCC(=O)N1CCN(S(=O)(=O)c2cc(Cl)ccc2OC)CC1	-2%	1%	i	3%	3%
Cn1c(SCc2cccc(Br)c2)nnc1-c1ccncc1	1%	4%	1.2%	-2%	52%
CCOc1cc(C(=S)N2CCOCC2)ccc1OS(=O)(=O)c1ccccc1[N+](=O)[O-]	-3%	0%	1.8%	-1%	-10%
C[C@]12c3[nH]c4ccccc4c3CCN1C(=O)C(CC(=O)NCc1ccco1)C[C@@H]2C(=O)N1CCOCC1 (stereo partly drawn)	/	-3%	i	-8%	-1%
C=CCn1c(SCC(=O)OCC)nc2cc(C(=O)NCc3ccco3)ccc2c1=O	-2%	-1%	1.5%	-6%	-1%
Cc1cccc(NC(=O)CSc2nc(C)c(Cc3ccccc3)c(=O)[nH]2)c1	-3%	4%	0.9%	-15%	-4%
CCC(=O)NC(=S)Nc1ccc2oc(-c3ccc(OC)cc3)nc2c1	-14%	?	1.1%	2%	55%
CCOC(=O)c1oc2ccc(Br)cc2c1CSc1nnc(C)s1	5%	-7%	3.6%	-2%	6%

Compound profiles, as listed above. Order of values: PhoP GFP inhibition | M. tuberculosis HTS | inhibitors of VEEV | H1N1 NS1A inhibition | tuberculosis growth
Listed for COCc1[nH]nc2c1C(C1C=CCCC1)C(C#N)=C(N)O2 (stereo not drawn) = -1% | -12% | 1.1% | 2% | -12%
Listed for CCC(=O)NC(=S)Nc1ccc2oc(-c3ccc(OC)cc3)nc2c1 = -14% | ? | 1.1% | 2% | 55%
Listed for CN(CCCNC(=O)c1nn(C)c2c1CS(=O)(=O)c1ccccc1-2)Cc1ccccc1 = -5% | -3% | 0.6% | 1% | -1%

Going on with the list:
SMILES	PhoP GFP inhibition	M. tuberculosis HTS	inhibitors of VEEV	H1N1 NS1A inhibition	tuberculosis growth
Cc1cc(C)n(-c2nc(Nc3ccccc3C)nc(-n3nc(C)cc3C)n2)n1	-6%	?	/	/	?
COC(=O)Nc1ccc(Cc2ccncc2)cc1	-5%	0%	0.0%	9%	33%
CCC(C)[C@H](NC(=O)NC1CCCc2ccccc21)C(=O)OC (stereo partly drawn)	1%	-13%	2.5%	-1%	5%
OC1(c2ccccc2F)CCN(Cc2nnnn2CCc2ccccc2)CC1	-2%	7%	0.7%	1%	-1%
Clc1cc(Br)ccc1NCc1cccnc1	2%	13%	0.5%	4%	17%
O=C1CC(N(Cc2ccc3c(c2)OCO3)C(=O)Nc2ccc(F)cc2)C(=O)N1c1ccccc1 (stereo not drawn)	4%	-3%	1.6%	-4%	3%
COC(=O)c1cccc(NC(=O)c2cnoc2C)c1	12%	-2%	1.2%	-7%	-6%
C=CCN(c1ccc(C(=O)NC(C)C)cc1)S(C)(=O)=O	8%	0%	0.6%	-8%	-16%
CSc1nc(-c2ccc(Cl)cc2)c(C#N)c(=O)[nH]1	3%	-3%	0.7%	-1%	69%
CSc1nc(C)cc(OCNC(=O)c2cccs2)n1	-2%	-2%	i	5%	-10%
Cc1cc(C)c2c(CN3CCN(Cc4ccc5c(c4)OCO5)CC3)cc(=O)oc2c1C	-5%	?	i	2%	24%
Cc1cccc(NC(=O)C2CC(=O)N(c3ccccc3)C2)c1C (stereo not drawn)	-8%	-6%	3.1%	-26%	1%
N#Cc1cnc(Sc2ccccc2)nc1	3%	1%	4.7%	7%	16%
COC(=O)[C@@H]1C[C@@]2(O)[C@@H](O)[C@@H](O)[C@@H](O)C[C@H]2N1Cc1ccc(-c2ccccc2)cc1	-5%	-8%	i	15%	-24%
Cc1nccn1-c1ccc(C=O)cc1	6%	0%	1.2%	-2%	2%
Cc1ccc(C(=O)C(C)OC(=O)CCN2C(=O)C3C4C=CC(C5CC45)C3C2=O)cc1 (stereo not drawn)	0%	-2%	1.6%	-6%	7%
NS(=O)(=O)c1ccc(N=Nc2c(O)c(C(=O)O)cc3ccccc23)cc1	-12%	-4%	i	14%	11%
COc1ccccc1Nc1nnc(SCC(=O)Nc2cc(C)on2)s1	-11%	-1%	1.2%	-11%	-1%
Nc1nnc(CCc2ccccc2)s1	6%	-18%	i	-16%	-10%
C=CCOC(=O)c1ccccc1N	/	-4%	i	1%	10%
Cc1ccccc1OCCC(=O)OCC(=O)Nc1ccc2[nH]c(=O)[nH]c2c1	4%	-3%	0.8%	-8%	-17%
O=C(NC1CC1)C1CCN(C(=O)c2ccccc2Cl)CC1	2%	0%	0.3%	-2%	-3%
O=[N+]([O-])c1ccc2c(c1)ncn2-c1ccccc1	13%	-4%	1.9%	-3%	2%
COc1ccc(CC(=O)N2CCCC2)c(OC)c1	-12%	-8%	0.8%	6%	-1%
CSCC[C@H](NC(=O)Cc1c(C)c2c(cc(C)c3c(C)coc32)oc1=O)C(=O)O	10%	-3%	0.3%	-1%	-8%

An excerpt from above with just PhoP GFP inhibition, tuberculosis growth and inhibitors of VEEV.
Structure | PhoP GFP inhibition | tuberculosis growth | inhibitors of VEEV
Cc1cc(C)c2c(CN3CCN(Cc4ccc5c(c4)OCO5)CC3)cc(=O)oc2c1C | -5% | 24% | i
Cc1cccc(NC(=O)C2CC(=O)N(c3ccccc3)C2)c1C (stereo not drawn) | -8% | 1% | 3.1%

Molecules shown so far with bromine:
SMILES	PhoP GFP inhibition	M. tuberculosis HTS	inhibitors of VEEV	H1N1 NS1A inhibition	tuberculosis growth
Cn1c(SCc2cccc(Br)c2)nnc1-c1ccncc1	1%	4%	1.2%	-2%	52%
CCOC(=O)c1oc2ccc(Br)cc2c1CSc1nnc(C)s1	5%	-7%	3.6%	-2%	6%
Clc1cc(Br)ccc1NCc1cccnc1	2%	13%	0.5%	4%	17%

Carrying on.
SMILES	PhoP GFP inhibition	M. tuberculosis HTS	inhibitors of VEEV	H1N1 NS1A inhibition	tuberculosis growth
c1ccc2c(c1)nc(NCc1ccc3c(c1)OCO3)n2CCN1CCOCC1	0%	-3%	0.3%	-3%	12%
O=C(NC1CCN(Cc2ccccc2)CC1)c1cccc(S(=O)(=O)Nc2ccc(SC(F)F)cc2)c1	/	15µM*	2.0%	3%	71%
O=C(CSc1nccn1Cc1ccco1)Nc1ccc(F)cc1	-12%	1%	3.0%	-8%	25%
Cc1ccc(Cl)cc1NC(=O)N(C)CCO	6%	0%	i	4%	-17%
O=[N+]([O-])c1cc(/C=N/O)ccc1Oc1ccccc1Cl	-12%	3%	2.8%	11%	59%
CCc1ccc(NC(=O)C(=O)NCCOc2ccccc2Cl)cc1	5%	-4%	i	-2%	-1%
O=C(CCCc1c[nH]c2ccccc12)N1CCN(S(=O)(=O)c2cccs2)CC1	-5%	-2%	2.8%	3%	3%
CCCCCCCCC1CC(C(=O)Nc2ccccc2)C(=O)O1 (stereo not drawn)	-4%	?	0.0%	1%	?
COc1ccccc1N(CC(=O)NC1CCCC1)S(=O)(=O)c1cccc(C(F)(F)F)c1	/	/	5.5%	-5%	/
Cc1c(Cl)cccc1NC(=O)C1CCN(c2cnccn2)CC1	-21%	8%	0.1%	-6%	-7%
Cc1cc(F)ccc1N1CCC(N2CCN(C(C)C)C(CCO)C2)CC1 (stereo not drawn)	-12%	-6%	0.0%	10%	11%
COc1ccc(N=CC2=C(O)c3ccccc3C2=O)cc1	-3%	46%	1.8%	1%	-9%
O=C(NNC(=O)C1CC(c2cccs2)=NO1)Nc1ccc(Cl)cc1 (stereo not drawn)	-5%	0%	0.8%	-14%	-22%
CSc1ccc(CN(C)C(=O)c2ccc(S(=O)(=O)Nc3c(C)n(C)n(-c4ccccc4)c3=O)cc2)cc1	/	/	2.7%	-10%	/
Cc1cccc(NCC(=O)N/N=C/c2cccc(Br)c2)c1	4%	2%	1.0%	-9%	9%
COc1ccc(OCC#CCN2CCC(C)CC2)cc1	4%	2%	0.1%	5%	70%
CSc1ccccc1NC(=O)N1CCC(CO)(CC2CCCCO2)CC1 (stereo not drawn)	-13%	0%	2.9%	-3%	-7%
CCCCN(C(=O)CCCc1nc2ccccc2c(=O)[nH]1)c1c(N)n(CCCC)c(=O)[nH]c1=O	-2%	-14%	3.0%	-8%	-12%

Reprinted at random: 6 compounds from above
SMILES	PhoP GFP inhibition	M. tuberculosis HTS	inhibitors of VEEV	H1N1 NS1A inhibition	tuberculosis growth
c1ccc2c(c1)nc(NCc1ccc3c(c1)OCO3)n2CCN1CCOCC1	0%	-3%	0.3%	-3%	12%
CCCCCCCCC1CC(C(=O)Nc2ccccc2)C(=O)O1 (stereo not drawn)	-4%	?	0.0%	1%	?
O=C(CCCc1c[nH]c2ccccc12)N1CCN(S(=O)(=O)c2cccs2)CC1	-5%	-2%	2.8%	3%	3%
Cc1c(Cl)cccc1NC(=O)C1CCN(c2cnccn2)CC1	-21%	8%	0.1%	-6%	-7%
Cc1ccc(Cl)cc1NC(=O)N(C)CCO	6%	0%	i	4%	-17%
COc1ccccc1N(CC(=O)NC1CCCC1)S(=O)(=O)c1cccc(C(F)(F)F)c1	/	/	5.5%	-5%	/
